IDE cell activ: boosts human insulin-degrading enzyme activity in HEK cells; FAbeta-B cleavage, fluorescence polarization; 0% vehicle, 100% cell-free pure enzyme wells; activation, % at 5.96 µM; hit rate 0.073% among 340,000;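 active = activation above the mean of all tested compounds plus 3 SD, set per screening campaign, cut at about 17% in these data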
PHOSPHO1 block: PHOSPHO1 (human) inhibition; Q8TCT1; recombinant PHOSPHO1, absorbance phosphatase assay; inhibition, % at 13.3 µM; hit rate 1.1% among 290,000; in the data active = inhibition above about 60%
Target sequence (Q8TCT1 whole entry, looked up): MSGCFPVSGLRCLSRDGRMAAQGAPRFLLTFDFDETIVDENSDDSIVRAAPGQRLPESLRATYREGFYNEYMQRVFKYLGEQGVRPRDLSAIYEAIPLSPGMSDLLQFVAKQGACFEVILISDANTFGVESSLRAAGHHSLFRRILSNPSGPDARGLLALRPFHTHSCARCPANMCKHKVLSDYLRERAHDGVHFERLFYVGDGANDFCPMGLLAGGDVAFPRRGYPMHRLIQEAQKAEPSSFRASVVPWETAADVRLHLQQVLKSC
IMP-1 inh: blocks Pseudomonas aeruginosa IMP-1 metallo-beta-lactamase; hit rate 0.45% among 290,000; inhibition, % at 5.6 µM; purified IMP-1, nitrocefin hydrolysis, epi-absorbance fluorescence;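 active = inhibition above the mean plus 3 SD of all compounds in the same screening run, cut at about 4.5% in these data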;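 also: 0% = IMP-1 with DMSO and 100% = DMSO wells lacking enzyme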
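Test system: recombinant IMP-1 enzyme, purified / Medium: HEPES buffer pH 7.1 with ZnSO4 and Brij 35 / Doses: single dose, 5.6 µM / Times: 25 °C, 15 min preincubation, 25 min reaction / Detection: Epi-absorbance via hydrolysed-nitrocefin quenching of white-plate fluorescence, 480/530 nm, EDTA stop / Evaluation: percent inhibition from optical density relative to buffer-blank wells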
p-CIP stab down: lowers stability of the mouse p/CIP coactivator protein. Q05BA5. F442A p/CIP-EGFP cells, EGFP fluorescence, 16 h. decrease of EGFP signal, % at 10 µM. hit rate 0.01% among 290,000. AID 1984;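 active = EGFP signal decrease of at least 30% at 10 µM or well 3 SD below plate mean, unless failing retest; inactive = the rest, including hits failing retest or dose response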; also: some compounds called inactive have numbers as strong as hits; many of its hits are not listed in these tables
FID counter: counter-screen for HCV NS3 helicase inhibitors: DNA intercalator displacement; DNA fluorescent intercalator displacement, fluorescence; inhibition, % at 7.9 µM; hit rate 0.17% among 290,000; AID 1845; in the data active = inhibition above about 37%;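 also: 0% = vehicle and 100% = reference compound; higher means more ethidium bromide displaced from hairpin DNA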
NS3 helicase inh: blocks Hepatitis C virus NS3 helicase unwinding. NS3 helicase DNA unwinding, Cy5 molecular beacon fluorescence. inhibition, % at 10.9 µM. hit rate 0.56% among 290,000;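 active = inhibition above the mean of all tested compounds plus 3 SD, set per campaign, cut at about 35% in these data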;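 also: 0% = DMSO wells and 100% = thioflavine S control wells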
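Assay system: hepatitis C virus NS3 helicase domain fragment enzyme. Also added: annealed dual-labelled DNA beacon duplex, ATP-started. Timing: 1 h reaction at 25 °C, ATP-initiated. Technique: Cy5 fluorescence at 0 and 60 min, beacon hairpin quenching. Evaluation: % inhibition of unwinding. Replication: one well per compound.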
UBC9 SUMO inh: blocks human SUMOylation mediated by UBC9 | hit rate 0.36% among 290,000 | inhibition, % at 35 µM | HTRF SUMOylation assay, SAE1/SAE2 + UBC9, in vitro | AID 2006; in the data active = inhibition above about 50%, passing the limit was not always enough; also: strong numbers were not always called active
Target sequence (P63279 whole entry, looked up): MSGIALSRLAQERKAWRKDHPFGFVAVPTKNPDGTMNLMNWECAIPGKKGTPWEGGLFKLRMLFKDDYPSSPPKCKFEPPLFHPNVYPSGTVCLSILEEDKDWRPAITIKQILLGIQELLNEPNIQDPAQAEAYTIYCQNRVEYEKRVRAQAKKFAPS
MEKK3 PB1 HTS: raises or lowers MEK5 binding to the human MEKK3 PB1 domain; bead-based flow cytometry, Alexa488-MEK5 binding to MEKK3; actives lie on both sides; 0 = blocked by unlabeled MEK5, 100 = vehicle; binding response (% of control), % at 10 µM; Q99759; hit rate 1.4% among 290,000;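 active = binding response more than 3 SD above or below the average of its plate-row segment, actives on both sides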;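 also: Alexa488 bead fluorescence after subtracting the streptavidin-only scavenger bead signal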
VIM-2 inh: inhibitors of Pseudomonas aeruginosa VIM-2 metallo-beta-lactamase; purified VIM-2, nitrocefin hydrolysis, epi-absorbance fluorescence; inhibition, % at 5.6 µM; hit rate 0.89% among 290,000;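 active = inhibition above the mean of all tested compounds plus 3 SD, cutoff set per screening run, cut at about 7.5% in these data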;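 also: red hydrolysis product quenches plate fluorescence so inhibitors raise well fluorescence; 0% = enzyme with DMSO and 100% = DMSO without enzyme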
* hit, by the source's call; . = not tested or not shown; [ ] = dose if it differs, or a comment.

Screens in order – IDE cell activ, PHOSPHO1 block, IMP-1 inh, p-CIP stab down, FID counter, NS3 helicase inh, UBC9 SUMO inh, MEKK3 PB1 HTS, VIM-2 inh
(1) Oc1ccc(N=Nc2ccccc2-c2nn[nH]n2)c(O)c1
 : 2, 31, -6.7, 0, -10, -4, -14, 100, -0.8
(2) CN(Cc1cc([N+](=O)[O-])c2cccnc2c1O)C1CCCCC1
 : ., -9, -1.7, 1, -2, 0, 17, 95, 0.0
(3) Cc1ccc(-n2c(SCCN)nnc2-c2cccc(C)c2)cc1
 : 8, 20, -2.0, 2, 8, -25, 20, 96, 1.0
(4) CNC(=O)CSc1nnc(-c2cnccn2)n1C
 : -4, 41, -3.6, -5, 3, 4, 44, 101, -4.7
(5) CCOC(=O)c1ccc(/C=N/O)[n+](Cc2ccccc2)c1
 : 3, 34, -1.7, -1, -1, -3, 11, 105, -1.4
(6) CCOc1ccccc1CN1C(=O)c2ccccc2C1C(=O)NC(C)CC (stereo unspecified)
 : -3, 0, -1.5, -5, -10, -4, 4, 128*, -1.2
(7) Cc1cc(C)nc(NC2=NCC(=O)N2c2ccccc2Br)n1
 : 7, -5, -4.0, 0, -2, 10, -12, 108, -7.0
(8) CC(C)(C)CC(=O)Nc1nnc(SCC(=O)NCc2cccs2)s1
 : 0, 24, -0.5, 4, -11, 1, 3, 99, 20*
(9) Cn1c(=NC(=O)c2ccc(S(=O)(=O)N3CCCc4ccccc43)cc2)sc2cc(S(C)(=O)=O)ccc21
 : 6, 11, -1.2, -19, -3, 1, 2, 93, -0.9
(10) Cn1c(SCC(=O)Nc2ccc3cn[nH]c3c2)nnc1-c1cccs1
 : -12, -26, -1.9, -6, -2, 0, 8, 81, -1.1
(11) Cc1ccc(CNC(=O)C2CCN(S(=O)(=O)c3c(C)noc3/C=C/c3ccco3)CC2)cc1
 : 6, 5, -0.4, 11, -25, 63*, 17, 96, 3.5
(12) c1cc2nc(C34CC5CC(CC(C5)C3)C4)[nH]c2cn1
 : 2, -16, -1.5, -3, 6, -11, 14, 2.0*[inhibitor], -0.8
(13) COc1cccc(C2C(C#N)=C(N)Oc3cc(C)n(Cc4ccco4)c(=O)c32)c1 (stereo unspecified)
 : -3, 4, -5.3, -2, -8, 13, 19, 104, -2.5
(14) CCCc1cc(=O)[nH]c(SCC(=O)N(C)CC(=O)Nc2ccc(C)cc2)n1
 : -4, -13, -3.9, 2, -15, 1, 0, 106, -2.2
(15) CNS(=O)(=O)c1cc(NC(=O)c2cncn2-c2ccccc2)ccc1C
 : -2, 40, -3.3, -12, -14, 9, 4, 102, -1.2
(16) O=C(O)c1ccccc1-c1ccccc1C(=O)Nc1nc2ccccc2s1
 : -1, 17, -1.1, -16, -25, 23, 0, 103, -1.5
(17) N/C(COc1cccc(Cl)c1)=N\O
 : -4, 27, -0.4, -2, 1, -8, 18, 97, 1.5
(18) COc1cc(OC)cc(C(=O)N2CC(=O)Nc3ccccc32)c1
 : -3, 35, -2.6, 0, -9, -6, 10, 99, -1.5
(19) FC(F)Oc1ccc(-c2csc(NNC3=NCCCCC3)n2)cc1
 : -6, 61*, -2.2, -15, 3, -13, -4, 90, -1.7
(20) CCOc1cccc(-c2c(C(=O)N/N=C/c3c(F)cccc3Cl)nnn2-c2nonc2N)c1
 : 0, 33, -1.8, -8, -6, -2, -20, 103, -1.2

The closing 3 compounds of the part above are carried over, then new ones follow:
Screens in order – IDE cell activ, PHOSPHO1 block, IMP-1 inh, p-CIP stab down, FID counter, NS3 helicase inh, UBC9 SUMO inh, MEKK3 PB1 HTS, VIM-2 inh
(18) COc1cc(OC)cc(C(=O)N2CC(=O)Nc3ccccc32)c1
 : -3, 35, -2.6, 0, -9, -6, 10, 99, -1.5
(19) FC(F)Oc1ccc(-c2csc(NNC3=NCCCCC3)n2)cc1
 : -6, 61*, -2.2, -15, 3, -13, -4, 90, -1.7
(20) CCOc1cccc(-c2c(C(=O)N/N=C/c3c(F)cccc3Cl)nnn2-c2nonc2N)c1
 : 0, 33, -1.8, -8, -6, -2, -20, 103, -1.2
(21) O=C(CNC(=O)Cc1ccccc1)NCC(=O)OCC(=O)c1cccc2ccccc12
 : -1, 3, -2.2, -8, -20, -7, 11, 100, -2.9
(22) CCC(C(=O)Nc1ccc(C(=O)O)cc1NC(=O)C(CC)c1ccccc1)c1ccccc1 (stereo unspecified)
 : 6, 8, -1.7, 0, -18, 0, 20, 104, -1.9
(23) Fc1ccc(CSc2nnc(-c3ccco3)o2)cc1
 : -4, 6, -1.4, 0, -13, 16, 1, 1.0*[inhibitor], 1.2
(24) O=C1C(Cl)=C(NCCCO)C(=O)c2ccccc21
 : 2, 8, 0.4, -9, 0, 2, 26, 102, 1.8
(25) CC1(C)O[C@H]2OC([C@H](O)CON3C(=O)c4ccccc4C3=O)[C@H](O)[C@H]2O1 (stereo partly specified)
 : ., 4, -1.0, -5, -3, -5, 11, 104, -0.5
(26) Brc1ccc(-c2noc(CCc3ccccc3)n2)o1
 : -8, -4, -2.3, -20, -3, 7, 9, 96, -2.5
(27) CCOC(=O)c1ccc(-c2ccc(C(=O)Nc3cccnc3)o2)cc1
 : -3, -9, -3.3, 2, -20, 6, 6, 90, -0.6
(28) CCOc1ccc(CCNS(=O)(=O)c2ccc3c(c2)N(C(C)=O)CCO3)cc1OCC
 : 7, 11, -2.7, 6, -43, -5, 9, 99, -1.9
(29) Cc1ccc(-c2nc(CS(=O)(=O)CC(=O)NCc3cccc(F)c3)c(C)o2)cc1
 : 5, 7, -1.6, -7, -38, 19, 3, 102, -0.7
(30) CCOC(=O)C1=C(C)NC(=S)NC1c1ccco1 (stereo unspecified)
 : -4, -74, -3.7, -16, -7, 9, 22, 101, -4.1
(31) Cc1onc(-c2ccccc2)c1C(=O)Nc1ccccc1NC(=O)c1c(-c2ccccc2)noc1C
 : -7, 14, -1.5, -14, -21, -14, 9, 101, -1.6
(32) Cc1oc(-c2ccccc2F)nc1CS(=O)(=O)CC(=O)NC1CCCC1
 : 1, -2, -1.9, -19, -22, 14, 7, 98, -1.0
(33) CN(C)/C=N/c1c(C#N)cnn1C
 : 3, 46, -4.1, -7, 0, 8, 22, 90, -2.4
(34) CCOC(=O)c1ccc(N2CCN(C(C)=O)CC2)c(NC(=O)c2cccnc2)c1
 : 4, -11, -2.5, -8, -12, -5, 6, 91, -0.8
(35) c1ccc(-c2nnsc2-c2ncc[nH]2)cc1
 : 2, 7, -1.9, 0, 7, -27, -23, 98, -0.5
(36) O=C(CSc1ccccc1)Nc1nccs1
 : 0, -10, -3.0, -20, -1, -5, 11, 94, -1.6
(37) COc1ccc(-c2cc(C(=O)NCCCN3CCOCC3)on2)cc1OC
 : 7, 4, -2.6, -6, 0, -6, 6, 102, 1.4
(38) COCCNC(=O)c1ccc2c(c1)NC(=O)CS2
 : -4, 6, 0.0, 0, 1, -2, 1, 103, -0.9
(39) COc1ccc(OC)c(N2C(=O)c3cccnc3C2=O)c1
 : -4, 39, -3.0, -5, -2, 8, 7, 107, 5.2
(40) NS(=O)(=O)c1ccc(NC(=S)Nc2ccc(C(=O)N3CCCCC3)cc2)cc1
 : 5, -21, -1.7, -3, -7, -17, 9, 104, 0.7
(41) O=c1cc(CN2CCN(c3ccccn3)CC2)nc2sccn12
 : -1, 37, -3.0, -5, -3, 1, 12, 108, -1.4
(42) CC1(C)c2ccccc2N2CC(=O)NC21/C=C/c1ccco1 (stereo unspecified)
 : 0, 28, -1.1, -24, -30, 16, 12, 90, -0.1
(43) O=C(N/N=C/c1ccccc1OC(F)F)C1=COCCO1
 : 4, 17, -3.5, -25, -1, -11, 7, 99, -0.3
(44) O=C(O)CNC(=S)N(Cc1cccs1)C1CCCCC1
 : 3, -6, -1.2, -7, -8, 4, 7, 103, 0.1
(45) S=C1NC2=C(CCCC2=C2SCCS2)C(c2ccccc2)N1 (stereo unspecified)
 : -5, -46, -3.0, 14, -15, 12, 2, 97, -4.1
(46) O=C1CC(N(O)C2CC(=O)N(Cc3ccccc3)C2=O)C(=O)N1Cc1ccccc1 (stereo unspecified)
 : -3, 13, -2.4, 7, -31, -13, 18, 108, -2.4
(47) S=C(NCc1ccccc1)NCc1ccco1
 : 3, 11, -4.5, -10, -13, 18, -7, 100, -4.3
(48) COc1ccccc1P(=O)(Cc1ccccc1[N+](=O)[O-])c1ccccc1 (stereo unspecified)
 : 3, 23, -2.8, 0, -26, -9, 5, 108, -2.6
(49) COCCCNC(=O)c1cc(-c2cccnc2)nc2ccccc12
 : 3, 22, -0.8, -8, -6, -7, 11, 106, -2.1
(50) CSc1ccc(/C=N/n2c(C3CCCCC3)n[nH]c2=S)cc1
 : -3, ., -2.3, -6, -35, 0, -12, 105, -3.0
(51) COc1cccc(C2c3c(-c4cc(Cl)c(C)cc4O)n[nH]c3C(=O)N2Cc2cccnc2)c1 (stereo unspecified)
 : -3, 4, -4.7, 1, -7, 1, -12, 106, -3.4
(52) COc1cccc(/C=N/NC(=O)c2cnccn2)c1O
 : 3, 36, -2.0, 0, -4, 4, 4, 110, -2.7
(53) Cc1cc(NC(=O)CCl)n(-c2nc3ccccc3s2)n1
 : -3, 21, -4.4, -4, 4, 7, 19, 107, -4.1
(54) Cc1nc(Nc2ccccc2)sc1C(=O)c1ccccc1
 : ., 8, -1.0, 12, -12, -23, 16, 97, -1.6
(55) Cc1ccccc1N(CC(=O)Nc1ccc(S(=O)(=O)N2CCOCC2)cc1)S(C)(=O)=O
 : -1, 63*, 1.2, -4, -10, 2, 2, 91, 2.1
(56) CC(=O)Nc1ccc(S(=O)(=O)N(C)CC(=O)N/N=C/c2cccc(O)c2)cc1
 : 1, 52, -2.2, -14, -2, 0, -1, 100, -1.7
(57) CCC(CC)c1nnc(NC(=O)Cc2ccccc2[N+](=O)[O-])s1
 : 5, 34, -3.5, 0, -18, 5, 17, 104, -5.1
(58) CC1(C)Cc2c(sc(NC(=O)Cc3ccccc3)c2C#N)CO1
 : 2, 11, -0.4, -12, 0, -1, 5, 75, -0.1
(59) COc1ccc(CCNC(=O)COC(=O)c2ccc(Br)o2)cc1OC
 : 3, 3, -2.2, -6, -7, 3, 10, 105, -0.3

Bioassay records as filed in PubChem BioAssay.

A portion of the library. The share of hits here may be higher or lower than overall.
